EWS-Fli block = EWS/Fli transcriptional activity inhibition | inhibition, % at 12.6 µM | hit rate 0.67% among 350,000 | A673 NR0B1-luciferase reporter, viability-normalised;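 active = mean inhibition of at least 50% after viability correction, with every replicate also passing that limit; inconclusive = mean reaches 50% but only one of two replicates passes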;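 note: firefly luciferase signal divided by Alamar Blue viability fluorescence both relative to DMSO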
CASP6 VEID inh = caspase-6 (human) enzyme inhibition; inhibition, % at 12.5 µM; purified caspase-6, Z-VEID-R110 cleavage fluorescence; hit rate 0.53% among 350,000;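 active = mean inhibition across replicates at least about 35%, with every replicate also reaching that limit, limit read from the data; inconclusive = only one of the two criteria met; inactive = neither criterion met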;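 note: 0% = median of neutral control wells and 100% = no fluorescence left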
Target sequence (P55212 24-179 limits assumed): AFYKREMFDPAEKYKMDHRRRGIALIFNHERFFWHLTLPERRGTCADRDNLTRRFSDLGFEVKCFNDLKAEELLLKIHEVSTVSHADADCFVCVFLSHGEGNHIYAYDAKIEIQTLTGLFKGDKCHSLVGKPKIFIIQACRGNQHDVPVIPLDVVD
Target sequence (P55212 194-293 limits assumed): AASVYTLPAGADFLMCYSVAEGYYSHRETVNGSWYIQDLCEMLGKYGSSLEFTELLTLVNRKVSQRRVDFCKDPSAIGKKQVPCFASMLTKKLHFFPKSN
DENV2 CPE = inhibitors of DENV2 cytopathic effect; DENV2-infected cells, cytopathic effect rescue, plate reader; CPE inhibition, % at 9.99 µM; hit rate 1.7% among 350,000; AID 651640; in the data active = CPE inhibition above about 20%, passing the limit was not always enough; inconclusive = no clear call, values can overlap the other calls; tested in BHK-21 cells;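 note: 0% = median of neutral control wells and 100% = median of positive control wells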
SIRT5 block = inhibitors of human sirtuin-5 desuccinylase; hit rate 1.1% among 330,000; inhibition, % at 15 µM; AID 652115; Purified SirT5, succinyl-peptide AMC, trypsin-coupled fluorescence; Q9NXA8; in the data active = inhibition above about 15%; inconclusive = no clear call, values can overlap the other calls
Target sequence (Q9NXA8 whole entry, looked up): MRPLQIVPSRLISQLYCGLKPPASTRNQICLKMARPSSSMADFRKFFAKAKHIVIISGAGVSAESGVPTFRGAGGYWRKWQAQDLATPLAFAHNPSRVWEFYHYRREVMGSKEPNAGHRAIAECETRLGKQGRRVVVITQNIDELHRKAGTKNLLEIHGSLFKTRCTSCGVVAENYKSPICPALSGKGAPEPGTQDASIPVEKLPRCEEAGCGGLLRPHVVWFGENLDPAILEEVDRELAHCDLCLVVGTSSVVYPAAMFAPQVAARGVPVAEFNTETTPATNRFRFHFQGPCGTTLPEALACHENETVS
LGR2 antag = Drosophila LGR2 receptor signaling inhibition; HEK293 LGR2, CRE-luciferase, bursicon-stimulated, 4 h; inhibition, % at 9.99 µM; hit rate 0.35% among 380,000; AID 720647;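 active = drop in luminescence signal, shown as inhibition above about 50% in the replicate tests, limit read from the data, passing the limit was not always enough; inconclusive = probably only some replicates passing the limit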;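 note: agonist challenge used bursicon conditioned medium at about half maximal strength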
PAX8 reporter = inhibitors of PAX8 transcriptional activity in RMG-I cells; inhibition, % at 12.6 µM; RMG-I TPO-luciferase reporter, SteadyGlo, 24 h; hit rate 1.2% among 360,000; AID 652154;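 active = mean replicate inhibition at least 60% with every replicate also reaching 60%; inconclusive = only one of the two criteria is met; inactive = mean below 60% and not all replicates reaching 60%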;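 note: luciferase light reporting Pax8 driven TPO promoter activity; plate controls were median of neutral control wells for no effect and mitoxantrone controls for full effect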
ARNT-TACC3 inh = disruptors of human ARNT/TACC3 interaction | AID 623870 | AlphaScreen His-ARNT PAS-B/GST-TACC3 binding, luminescence; TACC3 fragment carries E629A point mutation | inhibition, % at 9.99 µM | hit rate 0.66% among 390,000 | Q9Y6A5;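 active = mean inhibition of replicates at least 50% and at least half of replicates each reaching 50%; inconclusive = half or more replicates reach 50% but mean below 50%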;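 note: 0% = complete ARNT plus TACC3 wells and 100% = ARNT alone without TACC3; many hits fall short of the cut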
* marks the source's active call; other numbers are inactive results.

Screening COC(=O)C[C@@H]1CC[C@H]2[C@@H](COc3ccc(NS(=O)(=O)c4ccc(C)cc4)cc3C(=O)N2C)O1 returned EWS-Fli block 7, CASP6 VEID inh -2, DENV2 CPE -1, SIRT5 block 6, LGR2 antag -1, PAX8 reporter -5 and ARNT-TACC3 inh 4.
Screening CN(C)/C=C/C1=CC(=O)CC(C)(C)C1 returned EWS-Fli block 5, CASP6 VEID inh 4, SIRT5 block -9, LGR2 antag 5, PAX8 reporter -5 and ARNT-TACC3 inh -19.
For CCOc1ccc2oc(C(=O)NNC(=O)c3csc(N4CCOCC4)n3)c(C)c2c1 the results were EWS-Fli block -1, CASP6 VEID inh 4, DENV2 CPE -5, SIRT5 block 1, LGR2 antag -1, PAX8 reporter 13 and ARNT-TACC3 inh -8.
O=C(Nc1ccccc1N1CCCCC1)c1cc(S(=O)(=O)N2CCOCC2)ccc1Cl was read as EWS-Fli block 12, CASP6 VEID inh -1, DENV2 CPE -2, SIRT5 block -1, LGR2 antag 10 and ARNT-TACC3 inh 6.
For COCCCNC(=O)/C=C/[C@H]1O[C@@H](n2cnc3c(NC(=O)c4ccccc4)ncnc32)[C@H](O)[C@@H]1O the results were EWS-Fli block 0, CASP6 VEID inh -2, DENV2 CPE 17, SIRT5 block -5, LGR2 antag 5 and PAX8 reporter -7.
Screening O=C(c1cccc(F)c1)N1CC(=O)N2[C@H](C1)[C@H](c1ccc(C#Cc3ccc(F)cc3)cc1)[C@@H]2CO returned EWS-Fli block 3, CASP6 VEID inh 2, DENV2 CPE 7, SIRT5 block 13 and LGR2 antag 17.
Screening CCCN1C[C@@H](C)[C@H](OC)CN(C)C(=O)c2cc(NC(=O)c3ccc4c(c3)OCO4)ccc2OC[C@H]1C returned EWS-Fli block 11, LGR2 antag 10, PAX8 reporter 16 and ARNT-TACC3 inh -11.
OCc1ccnc2oc3ccccc3c12 was read as EWS-Fli block -3, CASP6 VEID inh 1, DENV2 CPE 1, SIRT5 block -3, LGR2 antag 4, PAX8 reporter 4 and ARNT-TACC3 inh 3.
For CCCC[C@@H]1Cc2[nH][nH]c(=O)c2[C@H](c2cccc3ccccc23)O1 the results were EWS-Fli block -2, CASP6 VEID inh 3, DENV2 CPE 4, SIRT5 block -1, LGR2 antag 11 and PAX8 reporter 3.
For Cc1ccc(NS(=O)(=O)c2cc(C(=O)Nc3cccc(N(C)S(C)(=O)=O)c3)ccc2C)c(C)c1 the results were EWS-Fli block 12, CASP6 VEID inh -1, DENV2 CPE 4, SIRT5 block 0, PAX8 reporter 40 and ARNT-TACC3 inh -1.
`CC1=NN(C(=O)Cc2ccccc2)C(O)(c2ccccc2)C1` (configuration not stated) gave EWS-Fli block 0, CASP6 VEID inh 0, DENV2 CPE -2, SIRT5 block -3, LGR2 antag 1, PAX8 reporter -5 and ARNT-TACC3 inh 12.
Screening O=C(C[C@@H]1C=C[C@@H](NS(=O)(=O)c2cccc(F)c2)[C@@H](CO)O1)NCc1ccc2c(c1)OCO2 returned EWS-Fli block 1, CASP6 VEID inh -1, DENV2 CPE -7, SIRT5 block 4, LGR2 antag 27, PAX8 reporter -21 and ARNT-TACC3 inh -27.
`CO[C@@H]1CN(C)C(=O)c2cc(NC(=O)C3CCOCC3)ccc2OC[C@H](C)N(C(C)=O)C[C@H]1C` gave EWS-Fli block -2, CASP6 VEID inh 0, DENV2 CPE 3, SIRT5 block 5, LGR2 antag -15, PAX8 reporter 2 and ARNT-TACC3 inh -5.
For C[C@@H]1CN([C@H](C)CO)C(=O)c2cc(NS(=O)(=O)c3ccc(F)cc3)ccc2O[C@@H](C)CCCCO[C@@H]1CN(C)S(=O)(=O)c1ccc(Cl)cc1 the results were EWS-Fli block 4, CASP6 VEID inh -1, DENV2 CPE -2, SIRT5 block 26*, LGR2 antag -4, PAX8 reporter inconclusive and ARNT-TACC3 inh -9.
`CN1C(=O)c2cc(NC(=O)c3cscn3)ccc2OC[C@@H]2O[C@@H](CC(=O)NCC3CC3)CC[C@@H]21` gave EWS-Fli block -4, DENV2 CPE -4, LGR2 antag 13, PAX8 reporter -1 and ARNT-TACC3 inh 5.
CO[C@@H]1CN(C)C(=O)c2ccc(NC(=O)C3CCC3)cc2OC[C@@H](C)N(Cc2cccnc2)C[C@H]1C was read as EWS-Fli block -3, CASP6 VEID inh 1, DENV2 CPE -4, SIRT5 block 1, LGR2 antag 17, PAX8 reporter -18 and ARNT-TACC3 inh -16.
For O=C(O)/C=C/C(=O)Nc1ccc(Cl)c(C(=O)O)c1 the results were EWS-Fli block 13, CASP6 VEID inh 4, DENV2 CPE -4, SIRT5 block 7, LGR2 antag 7, PAX8 reporter 3 and ARNT-TACC3 inh -10.
Screening C[C@@H]1CN([C@H](C)CO)C(=O)CCCn2nncc2CO[C@@H]1CN(C)Cc1cccc(C(F)(F)F)c1 returned EWS-Fli block 7, CASP6 VEID inh 1, DENV2 CPE 11, SIRT5 block 0, LGR2 antag -3 and ARNT-TACC3 inh -2.
`C[C@@H]1CN([C@@H](C)CO)C(=O)c2cc(NC(=O)Nc3ccc4c(c3)OCO4)ccc2O[C@@H]1CN(C)C(=O)Nc1ccc(F)cc1` gave EWS-Fli block -13, DENV2 CPE 19, LGR2 antag -3, PAX8 reporter -8 and ARNT-TACC3 inh 17.
Screening COc1ccc(-c2nnc(CSc3nc4ccccc4c(=O)n3CC3CCCO3)o2)cc1OC (configuration not stated) returned EWS-Fli block 13, CASP6 VEID inh -1, SIRT5 block -1, LGR2 antag -6, PAX8 reporter -11 and ARNT-TACC3 inh 1.
CN(C)C(=O)C[C@H]1CC[C@H](NC(=O)NC2CCCCC2)[C@@H](CO)O1 was read as EWS-Fli block 0, CASP6 VEID inh 0, DENV2 CPE 1, SIRT5 block 1, LGR2 antag 4, PAX8 reporter -7 and ARNT-TACC3 inh -10.
`C[C@H](NC(=O)[C@@H]1Cc2ccccc2CN1)C(=O)NCC1CCCO1` (some centres not stated) gave CASP6 VEID inh -3, DENV2 CPE 4, SIRT5 block -4, LGR2 antag 1, PAX8 reporter -3 and ARNT-TACC3 inh -1.
For CC1CN(C(=O)c2ccccc2Nc2ccc(SC(F)F)cc2)CC(C)O1 (configuration not stated) the results were EWS-Fli block -6, CASP6 VEID inh 5, DENV2 CPE 14, SIRT5 block 1, PAX8 reporter -14 and ARNT-TACC3 inh -7.
COc1ccc(CC(=O)N2CCCC2)c(OC)c1 was read as EWS-Fli block -12, CASP6 VEID inh 1, DENV2 CPE 2, SIRT5 block 1, LGR2 antag 7, PAX8 reporter 9 and ARNT-TACC3 inh -1.
`CCCCCOc1ccc(C(=O)CCN2CCOCC2)cc1` gave EWS-Fli block 30, CASP6 VEID inh 1, DENV2 CPE 4, SIRT5 block -4, LGR2 antag -28, PAX8 reporter 38 and ARNT-TACC3 inh -19.
For N#C[C@H]1[C@@H](c2ccccc2)[C@H](CO)N1S(=O)(=O)c1cccc(F)c1 the results were EWS-Fli block 3, CASP6 VEID inh -4, DENV2 CPE -4, SIRT5 block 0, LGR2 antag -4, PAX8 reporter 6 and ARNT-TACC3 inh 1.
Screening O=C1/C(=C\c2ccco2)SC(=S)N1C1CCS(=O)(=O)C1 (configuration not stated) returned EWS-Fli block 7, CASP6 VEID inh 49*, DENV2 CPE -2, SIRT5 block 4, LGR2 antag 21 and PAX8 reporter 15.
For C[C@H]1CN([C@@H](C)CO)C(=O)c2cc(-c3ccccc3F)cnc2O[C@@H]1CN(C)C(=O)C1CCC1 the results were EWS-Fli block -3, CASP6 VEID inh -3, DENV2 CPE 19, SIRT5 block 2, LGR2 antag 1 and ARNT-TACC3 inh 1.
For CCc1cc(=O)oc2cc(OCC(=O)NCCCN3CCOCC3)c(Cl)cc12 the results were CASP6 VEID inh 1, DENV2 CPE 10, SIRT5 block 3, LGR2 antag -17, PAX8 reporter -7 and ARNT-TACC3 inh 14.
Screening O=S(=O)(NC1CC2CCC1C2)c1ccc(Br)cc1 (configuration not stated) returned EWS-Fli block -6, CASP6 VEID inh 2, DENV2 CPE -4, SIRT5 block -4, LGR2 antag 18, PAX8 reporter 36 and ARNT-TACC3 inh -7.

Six entries from above, sorted by length of the SMILES, highest first:
For C[C@H]1CN([C@@H](C)CO)C(=O)c2cc(-c3ccccc3F)cnc2O[C@@H]1CN(C)C(=O)C1CCC1 the results were EWS-Fli block -3, CASP6 VEID inh -3, DENV2 CPE 19, SIRT5 block 2, LGR2 antag 1 and ARNT-TACC3 inh 1.
For N#C[C@H]1[C@@H](c2ccccc2)[C@H](CO)N1S(=O)(=O)c1cccc(F)c1 the results were EWS-Fli block 3, CASP6 VEID inh -4, DENV2 CPE -4, SIRT5 block 0, LGR2 antag -4, PAX8 reporter 6 and ARNT-TACC3 inh 1.
CN(C)C(=O)C[C@H]1CC[C@H](NC(=O)NC2CCCCC2)[C@@H](CO)O1 was read as EWS-Fli block 0, CASP6 VEID inh 0, DENV2 CPE 1, SIRT5 block 1, LGR2 antag 4, PAX8 reporter -7 and ARNT-TACC3 inh -10.
`C[C@H](NC(=O)[C@@H]1Cc2ccccc2CN1)C(=O)NCC1CCCO1` (some centres not stated) gave CASP6 VEID inh -3, DENV2 CPE 4, SIRT5 block -4, LGR2 antag 1, PAX8 reporter -3 and ARNT-TACC3 inh -1.
For CC1CN(C(=O)c2ccccc2Nc2ccc(SC(F)F)cc2)CC(C)O1 (configuration not stated) the results were EWS-Fli block -6, CASP6 VEID inh 5, DENV2 CPE 14, SIRT5 block 1, PAX8 reporter -14 and ARNT-TACC3 inh -7.
`CCCCCOc1ccc(C(=O)CCN2CCOCC2)cc1` gave EWS-Fli block 30, CASP6 VEID inh 1, DENV2 CPE 4, SIRT5 block -4, LGR2 antag -28, PAX8 reporter 38 and ARNT-TACC3 inh -19.

Continuation:
For CCOC(=O)C1CC(=NO)c2ccc(OC)c(OC)c2C1 (configuration not stated) the results were EWS-Fli block -7, CASP6 VEID inh 7, DENV2 CPE 7, SIRT5 block -3, LGR2 antag -6 and PAX8 reporter 8.
For C=CCC[C@@H](Cc1ccc(F)cc1)C(=O)OC[C@@H](Cc1c[nH]c2ccccc12)NC(=O)[C@H](CC=C)CC(=O)NCCO the results were EWS-Fli block 0, CASP6 VEID inh 2, LGR2 antag 9, PAX8 reporter 12 and ARNT-TACC3 inh 0.
Screening COc1ccc(CN(C)C[C@@H]2OCCCC[C@@H](C)Oc3ccc(NC(=O)Cc4ccccc4)cc3C(=O)N([C@@H](C)CO)C[C@@H]2C)cc1 returned EWS-Fli block 3, DENV2 CPE 8, LGR2 antag 7, PAX8 reporter -1 and ARNT-TACC3 inh 8.
Screening CCNC(=O)c1cc2c(c(-c3cccc(-c4cccc(F)c4)c3)n1)[C@@H](CCO)N([S@](=O)C(C)(C)C)C2 returned EWS-Fli block 11, CASP6 VEID inh -2, DENV2 CPE -1, SIRT5 block 1, LGR2 antag -23, PAX8 reporter 21 and ARNT-TACC3 inh 7.
CCOC(=O)N1CCN(Cc2nc3cc(NC(=O)C(C)C)ccc3n2C)CC1 was read as EWS-Fli block 8, CASP6 VEID inh 2, DENV2 CPE -1, SIRT5 block 1, LGR2 antag 27, PAX8 reporter 18 and ARNT-TACC3 inh -11.
For COc1ccc(S(=O)(=O)N(C)C[C@H]2Oc3cc(C#CC4CCCC4)ccc3S(=O)(=O)N([C@H](C)CO)C[C@@H]2C)cc1 the results were EWS-Fli block 15, CASP6 VEID inh -4, DENV2 CPE 3, SIRT5 block 15*, LGR2 antag 9, PAX8 reporter 44 and ARNT-TACC3 inh 12.
Cc1ccc(OCCNC(=O)CCc2nc3sc4c(c3c(=O)[nH]2)CCCC4)cc1 was read as CASP6 VEID inh 5, DENV2 CPE 4, SIRT5 block -5, LGR2 antag -2, PAX8 reporter 10 and ARNT-TACC3 inh -7.
For COCCCNC(=O)CC1Oc2ccccc2NC1=O (configuration not stated) the results were EWS-Fli block -5, CASP6 VEID inh 4, DENV2 CPE -5, LGR2 antag 2, PAX8 reporter 10 and ARNT-TACC3 inh -1.
